Assay outcomes: PubChem BioAssay, Sanford-Burnham Center for Chemical Genomics
EBI2 antag: blocks human EBI2 receptor beta-arrestin signaling | P32249 | EBI2 beta-arrestin recruitment, luminescence, 7a,25-OHC stimulated | inhibition, % at 5 µM | 0.81% of 360,000 active | AID 651636; in the data active means inhibition above about 38%;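 further: enzyme fragment complementation signal reports receptor beta-arrestin coupling in cells; 0% = agonist plus DMSO wells and 100% = wells without agonist; some results beyond the cut were filed as inactive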
Target sequence (P32249 whole entry, looked up, the tested form may be a part): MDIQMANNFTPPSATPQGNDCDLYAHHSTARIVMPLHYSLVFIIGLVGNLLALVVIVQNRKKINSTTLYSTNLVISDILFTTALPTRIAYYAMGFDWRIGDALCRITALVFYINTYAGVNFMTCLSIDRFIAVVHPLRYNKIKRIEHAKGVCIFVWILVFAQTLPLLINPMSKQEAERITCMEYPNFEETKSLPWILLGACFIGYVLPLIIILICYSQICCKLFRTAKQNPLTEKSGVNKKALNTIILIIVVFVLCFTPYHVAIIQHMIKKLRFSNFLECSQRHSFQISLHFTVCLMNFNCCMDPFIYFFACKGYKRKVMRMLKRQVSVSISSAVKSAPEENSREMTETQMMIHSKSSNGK
CXCR6 inh: CXCR6 (human) receptor inhibition; O00574; CHO-K1 PathHunter CXCR6 beta-arrestin, luminescence; inhibition, % at 20 µM; 0.36% of 360,000 active; AID 602244; in the data active means inhibition above about 34%, passing the limit was not always enough;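 further: antagonist mode with CXCL16 agonist at 10 nM final; 0% = 10 nM CXCL16 with DMSO and 100% = unstimulated wells without agonist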
Target sequence (O00574 whole entry, looked up): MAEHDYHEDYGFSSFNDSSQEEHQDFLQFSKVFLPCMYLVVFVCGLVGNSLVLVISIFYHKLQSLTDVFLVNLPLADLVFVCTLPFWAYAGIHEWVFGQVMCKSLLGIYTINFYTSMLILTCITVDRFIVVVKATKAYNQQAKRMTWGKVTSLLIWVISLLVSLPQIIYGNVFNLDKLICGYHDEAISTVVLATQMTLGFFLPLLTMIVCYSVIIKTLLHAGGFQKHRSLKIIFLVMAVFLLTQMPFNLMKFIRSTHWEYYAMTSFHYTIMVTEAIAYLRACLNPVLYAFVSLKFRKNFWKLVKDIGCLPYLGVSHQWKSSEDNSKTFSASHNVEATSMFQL
* hit, by the source's call. A portion of the library; the hit share may differ from the screen's.

SMILES	EBI2 antag	CXCR6 inh
Cc1cc(C(=O)N2CCC2(C)C(=O)Nc2cccc3ccccc23)nn1C (stereo not given)	-5.9	-8.0
O=C(NCCS(=O)(=O)N1CCN(C(=O)c2ccco2)CC1)c1ccccc1	-15.5	-3.4
CN(C)CCNc1ncnc2c1ncn2[C@H]1CN(Cc2ccco2)C[C@@H](CO)O1	-2.3	-0.3
COc1ccc(CN(C)CCCn2cnc3c(OC)ncnc32)cc1OC	-8.9	-9.0
COc1ccc(S(=O)(=O)NC(=O)C2(C)CCN2C(=O)CCc2ccc(Cl)cc2Cl)cc1 (stereo not given)	1.5	3.9
Cc1nc2c(OCc3ccc(C#N)cc3)cccn2c1N(C)Cc1cccs1	14.6	-1.1
O=C(O)C1=CCC=CC1C(=O)O (stereo not given)	-18.1	-1.7
O=C(Nc1cccc2cccnc12)c1csc(COCCO)n1	0.9	-6.9
COC(=O)[C@]12CCCCC=C1N(Cc1ccc(Cl)cc1Cl)C(=O)[C@H](CC(=O)N1CCN(C(=O)C3CC3)CC1)C2	-2.8	-2.6
CCOc1ccc(CCN2C(=S)N([C@@H](Cc3ccc(O)cc3)CN3CCC[C@@H]3CN3C(=S)NC[C@@H]3Cc3ccc(O)cc3)C[C@@H]2Cc2ccc(O)cc2)cc1	12.8	10.1
CCCC1NC(=O)c2cc3ccccc3cc2-n2c1nc1cc(Cl)ccc1c2=O (stereo not given)	53.2*	5.0
COc1ccc(-c2cc(NC=O)c3ncc(-c4cccc(C(C)=O)c4)n3c2)cc1	23.1	15.2
CCOC(=O)c1c(NC(=O)COC(=O)c2ccc(Cl)nc2)sc(C)c1C	-5.1	0.8
CC1(C(=O)Nc2cccc3ccccc23)CCN1C(=O)Cc1ccccc1Cl (stereo not given)	9.0	0.5
c1ccc(C[C@H]2CN=C(Nc3ccccc3)N2CC2CCCC2)cc1	2.6	1.7
O=C(OCc1cn([C@@H]2CN(C(=O)C3CCCCC3)[C@@H](c3ccccc3)C[C@H]2O)nn1)c1ccccc1	2.2	7.1
CN(C)Cc1ncccc1Oc1nc2cc(-c3cccc(Cl)c3)sc2c(=O)n1C	7.5	-4.2
COc1ccccc1CNC(=O)Nc1nnc([C@H]2C[C@H](O)[C@@H](CO)O2)s1	-5.2	1.3
CC(Sc1nnc(C(C)Oc2ccc(F)cc2)o1)C(=O)NCc1ccc2c(c1)OCO2 (stereo not given)	2.7	10.1
CCCCOCCCNC(=O)C[C@@H]1C[C@@]2(C(=O)OCC)CCC=C2N(Cc2cccc3ccccc23)C1=O	14.0	16.9
COC(=O)c1ccc(Cn2c(C)c(C(=O)NCc3ccc([N+](=O)[O-])cc3)sc2=O)o1	-3.7	-0.3
COc1ccc(S(=O)(=O)N(C)C[C@H]2OCc3cn(nn3)CCCC(=O)N([C@@H](C)CO)C[C@@H]2C)cc1	-7.2	0.8
CCc1ccc([C@@H]2C[C@H]3[C@@H](CN2S(=O)(=O)c2ccc(C)cc2)C(=O)C[C@@H](c2ccccc2)N3S(=O)(=O)c2ccc(C)cc2)cc1	7.3	-2.7
COCCNC(=O)C1(C)CCN(C(=O)Cc2ccc(OC)c(OC)c2)C1 (stereo not given)	-0.6	5.8
CNC(=O)C[C@H]1C(=O)N(c2ccc(Br)cc2)C[C@@H]1CSC	-1.6	-7.9
Cc1cc(NC(=O)c2ccc(OCC3CCCO3)cc2)ccc1Br (stereo not given)	23.4	-10.8
CCC1OC(C)Cc2[nH][nH]c(=O)c21 (stereo not given)	-13.9	-1.1
OC[C@@H]1CN(Cc2ccncc2)C[C@H](n2cnc3c(N4CCCC4)ncnc32)O1	3.9	4.7
CCCCN1C(=O)C(CC(=O)NC2CCCC2)CC(C(=O)N2CCOCC2)=C1C (stereo not given)	-0.9	-7.0
CC(=O)Nc1cccc(-c2ccnc3c2CC(C)(C(=O)NCCc2ccccc2)O3)c1 (stereo not given)	-6.8	3.3
Cc1cc(C)cc(CC(=O)N2CCC2(C)C(=O)NS(=O)(=O)c2cccc(F)c2)c1 (stereo not given)	-3.4	-7.5
COc1ccc(OCC(=O)N2CCN(S(=O)(=O)c3ccc4c(c3)OCCO4)CC2)cc1	82.0*	-4.8
Nc1[nH]c(C(=O)c2ccccc2)c(-c2ccc([N+](=O)[O-])cc2)c1C(=O)NCCc1c[nH]c2ccccc12	9.7	6.6
COc1ccc(CN2C(=O)CCC2(C)c2nnnn2-c2c(C)cccc2C)cc1OC (stereo not given)	-6.7	-7.0
CC1(C(=O)NS(=O)(=O)c2ccc(Br)cc2)CCN1C(=O)C/C=C/c1ccccc1 (stereo not given)	-8.2	-7.8
COCCNC(=O)C1CCCN(C(=O)c2cc(C)nn2C(C)(C)C)CC1 (stereo not given)	-6.5	-1.2
C=CCn1c(SCC(=O)Nc2cc(C)on2)nnc1-c1ccncc1	-4.2	-5.0
CCCNC(=O)C1(C)CCCN(C(=O)Cc2ccc3ccccc3c2)C1 (stereo not given)	-2.6	1.5
O=C(NCCO)C(=O)NCC(c1cccs1)S(=O)(=O)c1ccc(F)cc1 (stereo not given)	6.3	4.4
C[C@H](CO)N1C[C@H](C)[C@@H](CN(C)Cc2ccncc2)OCc2cnnn2CCCC1=O	-2.1	3.1
O=C(NCc1ccccc1)c1cc(C2COCCN2S(=O)(=O)c2cccs2)on1 (stereo not given)	-7.9	0.2
O=C(c1ccc(N2C(=O)c3ccccc3C2=O)cc1)N1CCN(S(=O)(=O)c2ccccc2F)CC1	0.8	1.8
Cn1cc(-c2csc(C(C)(O)c3cccnc3)n2)cn1 (stereo not given)	-10.1	-2.4
CC(C)C[C@@H](COCc1ccc([N+](=O)[O-])cc1)N1CCN(C(=O)c2ccc(C(F)(F)F)cc2)CCC1=O	13.4	2.9
CC1(C(=O)NS(=O)(=O)c2cccc(Cl)c2)CCN1C(=O)C1CCCCC1 (stereo not given)	-9.4	5.4
O=C1NC[C@H](CCCCN2C[C@H](Cc3ccc(O)cc3)N(CCC3CCCCC3)C(=O)C2=O)N(CCc2ccc(O)cc2)C1=O	-3.4	9.3
O=C1NC[C@H](CCCCN2C[C@@H](Cc3ccccc3)N(CCC3CCCCC3)C(=O)C2=O)N(CCC2CCCCC2)C1=O	4.0	-3.4
CCc1nc2ccc(C(=O)Nc3cc(-c4ccccc4)ccc3OC)cn2c1N(CC)Cc1cccc(Br)c1	37.2	11.6
O=C1NC[C@H](CCCCN2C[C@H](Cc3ccccc3)N(CCc3ccccc3)C(=O)C2=O)N(CCC2CCCCC2)C1=O	-7.7	-1.3
O=C(CCN1CCN(c2ccccc2)CC1)NNC(=O)c1ccccc1	-18.1	-0.8

Look-ups from above.
In EBI2 antag, CC1(C(=O)NS(=O)(=O)c2cccc(Cl)c2)CCN1C(=O)C1CCCCC1 (stereo not given) reads -9.4
In CXCR6 inh, O=C(c1ccc(N2C(=O)c3ccccc3C2=O)cc1)N1CCN(S(=O)(=O)c2ccccc2F)CC1 reads 1.8
In CXCR6 inh, O=C1NC[C@H](CCCCN2C[C@@H](Cc3ccccc3)N(CCC3CCCCC3)C(=O)C2=O)N(CCC2CCCCC2)C1=O reads -3.4
In EBI2 antag, CC(C)C[C@@H](COCc1ccc([N+](=O)[O-])cc1)N1CCN(C(=O)c2ccc(C(F)(F)F)cc2)CCC1=O reads 13.4

Single records, from the list above:
O=C(NCc1ccccc1)c1cc(C2COCCN2S(=O)(=O)c2cccs2)on1 (stereo not given) across the screens: EBI2 antag = -7.9; CXCR6 inh = 0.2
Cn1cc(-c2csc(C(C)(O)c3cccnc3)n2)cn1 (stereo not given) across the screens: EBI2 antag = -10.1; CXCR6 inh = -2.4

The list goes on.
SMILES	EBI2 antag	CXCR6 inh
CCCCCc1c(-c2ccccc2F)ncn1CCc1ccccc1OC	2.9	1.6
Cn1c(=O)c2cc(NC(=O)NCCc3cccs3)ccc2n1-c1ccc(C(C)(C)C)cc1	24.8	10.0
CC(C)C(=O)N1CCCC1(C)C(=O)NCc1ccc(Cl)cc1 (stereo not given)	-10.8	0.9
O=C1c2sccc2-c2cccc3cccc1c23	-2.6	3.2
COCCCn1cc(CN2CC(N3CCN(Cc4ccccc4F)CC3)CS2(=O)=O)nn1 (stereo not given)	0.8	0.5
N#Cc1cccc(C=C(C(=O)c2ccccc2)c2ccccc2)c1	-23.6	10.1
COc1ccc(S(=O)(=O)N2CCOCC2)cc1NC(=O)C1CC(=O)N(c2ccc3c(c2)OCCO3)C1 (stereo not given)	-0.5	2.8
C[C@@H]1CC2=C(C(=O)OC(C)(C)O2)[C@@H](C2CC2)O1	-8.2	-3.5
CCCCNC(=O)C1(C)CCN1C(=O)c1ccc2ccccc2n1 (stereo not given)	-3.7	3.0
CC1=C(C(=O)N(C(C)C)C(C)C)CC(CC(=O)NC2CCCC2)C(=O)N1Cc1ccc(C(C)(C)C)cc1 (stereo not given)	6.4	10.3
CC(C)(C)NC(=S)N1CCC2CC1c1c(Cl)cccc12 (stereo not given)	1.6	-2.0
COc1cccc(C(O)c2nc(-c3cc(F)cc(F)c3)cs2)c1 (stereo not given)	0.4	-12.4
O=C1NC(Cc2ccccc2)c2nc3cc(F)c(F)cc3c(=O)n2-c2cc3ccccc3cc21 (stereo not given)	44.5*	4.0
COCCNC(=O)C1(C)CCCN(C(=O)c2cccc(OC(F)(F)F)c2)C1 (stereo not given)	-11.0	-0.9
Cc1cccc(C)c1Cn1c(C)c(C(=O)NCc2ccccc2C(F)(F)F)sc1=O	30.0	6.8
CC(=O)Nc1ccc(S(=O)(=O)NC(C)C(=O)OCC(=O)Nc2ccc(F)cc2Cl)cc1 (stereo not given)	-0.6	-1.6
COCCCNc1ccn2nc(-c3ccc(OCCN4CCOCC4)cc3)cc2n1	-2.9	-5.4
O=C(N[C@H](CO)Cc1ccccc1)[C@H]1O[C@@H](n2ccc(=O)[nH]c2=O)[C@H](O)[C@@H]1O	-5.5	4.6
O=C(Nc1cccc(Cl)c1)c1ccc2sc([C@@H]3O[C@H](CO)[C@H](O)[C@H](O)[C@H]3O)nc2c1	-2.3	9.9
CCOC(=O)C1=C(c2ccccc2)N=c2sc(=Cc3cc(OC)c(OC)c(OC)c3)c(=O)n2C1c1cccs1 (stereo not given)	6.8	-1.1

3 entries out of the list above, sorted by the value under EBI2 antag, ascending.
smiles,EBI2 antag
O=C(N[C@H](CO)Cc1ccccc1)[C@H]1O[C@@H](n2ccc(=O)[nH]c2=O)[C@H](O)[C@@H]1O,-5.5
O=C(Nc1cccc(Cl)c1)c1ccc2sc([C@@H]3O[C@H](CO)[C@H](O)[C@H](O)[C@H]3O)nc2c1,-2.3
COc1cccc(C(O)c2nc(-c3cc(F)cc(F)c3)cs2)c1 (stereo not given),0.4

The list continues.
SMILES	EBI2 antag	CXCR6 inh
O=C1NC[C@H](Cc2ccc(O)cc2)N(CCc2cccc(F)c2)C1=O	5.0	-0.2
COc1cc2oc(=O)cc(CN(Cc3ccccc3)Cc3ccccc3)c2cc1Cl	45.1*	11.7
COc1ccc(Cc2c(-c3ccco3)nc3ccc(Cl)cn23)c(C)c1	-6.5	-5.6
CC(=O)NCCc1ccc(C(=O)COC(=O)c2cccs2)cc1	1.0	-2.2
CC1(C(=O)O)CCCN1C(=O)c1cccc(C(F)(F)F)c1 (stereo not given)	0.4	1.8
Cc1ccc(C)c(C(O)c2ncc(-c3ccc4ccccc4c3)[nH]2)c1 (stereo not given)	3.4	-2.6
CC1(C2CC2)NC(=O)N(CC(=O)Nc2ccc(OC(F)F)cc2)C1=O (stereo not given)	-13.8	1.9
O=C(C[C@H]1C(=O)N(C2CCCCC2)C[C@@H]1c1ccccc1)Nc1ccc(Br)cc1	12.4	1.3
CCc1nc2c(OCc3ccc(C(=O)N(C)C)cc3)cccn2c1N(C)C(=O)c1ccc(C)cc1	-0.3	0.4
CN(C(=O)NC1CCCCC1)[C@H]1C[C@H]2c3[nH]c4ccccc4c3CCN2C(=O)[C@H]1CO	-11.0	-1.9
CCc1nc2ccc(C(=O)NC3CCN(Cc4ccccc4)CC3)cn2c1N(C)Cc1cc2ccccc2s1	21.1	16.6
CN(C)C(=O)c1ccc(Cc2cn(C)c3ccccc23)nc1	-7.1	3.0
COC(=O)C1C2CC3c4[nH]c5cc(OC)ccc5c4CCN3CC2CC(OC2CCCCO2)C1OC (stereo not given)	-6.9	9.1
O=C(OCC(O)C1OC(c2ccccc2)OC(COC(=O)c2ccccc2)C1O)c1ccccc1 (stereo not given)	15.6	-4.4
O=P(O)(Cc1ccccc1)c1ccccc1	3.6	-0.6
Cc1cccc(-c2cnc(C(O)c3ccc(F)c(C)c3)[nH]2)c1 (stereo not given)	-7.2	5.3
COc1cccc(CN(C)C(=O)CC[C@H]2O[C@@H](n3ccc(=O)[nH]c3=O)[C@H](O)[C@@H]2O)c1	-8.4	-2.5
CC(=O)Nc1ccc(CN2C(=O)C(Cc3ccccc3)ON=C2c2cccc(F)c2)cc1 (stereo not given)	5.9	6.1
O=C(NCCc1cccs1)Nc1ccc2nc([C@@H]3O[C@H](CO)[C@@H](O)[C@H]3O)[nH]c2c1	-2.1	6.6
Nc1ccccc1CCc1ccccc1N	-6.7	1.6
C[C@@H]1CN([C@H](C)CO)C(=O)c2cc(C#CC3CCCCC3)cnc2O[C@H]1CN(C)Cc1cccnc1	2.6	1.8
CC(C)c1ccc(Nc2nc(N3CCOCC3)nc(N3CCOCC3)n2)cc1	20.8	-5.2
COc1ccc(NC(=O)C2CCN(S(=O)(=O)c3ccc(Cl)c(C(F)(F)F)c3)CC2)cn1	4.2	3.4
CC(C)(C)C(=O)OCc1ccc(C2=CC(=O)CC(C)(C)C2=O)cc1	0.4	-5.2
CCOc1ccc(S(=O)(=O)NCCC(=O)NCC(c2ccc(OC)cc2)N2CCOCC2)cc1 (stereo not given)	2.3	1.0
CC(=Nc1ccccc1)C1=C(O)C(Cc2ccc(F)cc2)NC1=O (stereo not given)	-3.5	6.7
Cc1ccccc1[C@H](NC1c2ccccc2C=Cc2ccccc21)P(=O)(c1ccccc1)c1ccccc1	20.9	31.7
O=C(NCc1ccc(F)cc1F)[C@@H]1CCCN1C(=O)[C@@H]1CCCN1C(=O)c1ccccc1	-3.7	-8.3
CC(=O)N1CCCC(C)(C(=O)Nc2ccc3nc(C)ccc3c2)C1 (stereo not given)	-12.2	-5.2
